TIM10 inh: inhibits growth of TIM10 yeast strain; S. cerevisiae TIM10 strain growth, BacTiter-Glo luminescence, 24 h; inhibition, % at 10 µM; hit rate 1.4% among 330,000;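 active = inhibition of 40% or more at the single tested concentration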;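 note: wild-type TIM10 isogenic control strain grown at permissive 25 °C; 0% = DMSO yeast wells and 100% = minimal medium wells without yeast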
APJ ag: APJ receptor agonism. P35414. CHO-K1 APJ PathHunter beta-arrestin, luminescence; 0% DMSO wells, 100% apelin. activation, % at 20 µM. hit rate 0.11% among 330,000. AID 2520;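 active = activation more than six SD over the plate average, tested at 20 µM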;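 note: 0% = DMSO alone and 100% = apelin-13 at 10 nM; some results filed as inactive read as strong as hits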
Target sequence (P35414 whole entry, looked up): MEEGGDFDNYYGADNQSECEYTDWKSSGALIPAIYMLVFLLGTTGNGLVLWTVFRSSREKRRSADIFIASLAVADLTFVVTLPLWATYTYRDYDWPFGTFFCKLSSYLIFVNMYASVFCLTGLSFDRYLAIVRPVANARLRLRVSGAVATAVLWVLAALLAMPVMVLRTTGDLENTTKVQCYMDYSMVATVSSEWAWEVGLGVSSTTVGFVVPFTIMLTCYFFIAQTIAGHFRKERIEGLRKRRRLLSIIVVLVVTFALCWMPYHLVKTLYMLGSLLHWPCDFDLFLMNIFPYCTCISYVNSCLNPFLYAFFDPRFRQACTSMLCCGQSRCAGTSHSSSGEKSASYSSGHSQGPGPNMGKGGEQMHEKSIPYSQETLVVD
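Assay system: CHO-K1 cells stably expressing ProLink-tagged human APJ and arrestin–beta-gal acceptor. Compound dosing: 20 µM single point, 1% DMSO. Times: 16-18 h seeding, 90 min dark compound exposure, 60 min detection. Detection: beta-gal luminescence. Evaluation: APJ–arrestin association signal. Controls: negative DMSO alone, positive Apelin-13 at 10 nM.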
tim23-1 inh: inhibits growth of tim23-1 mutant yeast; S. cerevisiae tim23-1 growth, BacTiter-Glo luminescence, 24 h; inhibition, % at 20 µM; hit rate 1.3% among 330,000; AID 463212;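 active = growth inhibition of the mutant yeast at or above 50%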;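 note: temperature-sensitive mutant grown at 25 °C; plate controls were DMSO-treated mutant yeast for no effect and medium wells lacking yeast for full effect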
APJ antagonist: blocks the human apelin receptor APJ; P35414; CHO-K1 APJ beta-arrestin complementation, luminescence; inhibition, % at 20 µM; hit rate 0.32% among 330,000;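 active = inhibition above about 40% at 20 µM, limit read from the data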;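 note: cells challenged with 10 nM apelin-13 agonist together with compound; plate controls were apelin-13 plus DMSO wells for no effect and DMSO wells lacking apelin-13 for full effect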
UPR CHOP act: activators of apoptotic arm of unfolded protein response (CHOP) | CHO-CHOP luciferase reporter, UPR activation, luminescence; percent of tunicamycin response over DMSO baseline | hit rate 0.34% among 330,000 | activation, % at 10 µM;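 active = at 10 µM dose, activation of 40% or more, normalized to positive control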;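 note: 100% = tunicamycin at 10 µg/mL and 0% = DMSO alone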
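Test system: CHO CHOP reporter cells. Input: 500 CHO-CHOP cells per well. Medium: F12 with 10% FBS. Technique: luciferase luminescence. Measure: percent activation relative to tunicamycin control. Dosing: 10 µM compound, 0.5% DMSO. Timing: 16-18 h cell attachment, then 6 h compound exposure, 37 °C.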
tim10-1 inh: inhibits growth of tim10-1 mutant yeast; S. cerevisiae tim10-1 ts strain growth, BacTiter-Glo, 24 h; inhibition, % at 20 µM; hit rate 2.2% among 330,000; AID 463190;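 active = inhibition of at least 40%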;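 note: mutant grown at 25 °C; 0% = DMSO wells with yeast and 100% = wells holding no yeast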
UPR XBP1 act: adaptive UPR (XBP1) activation; CHO-XBP1 luciferase reporter, IRE1-XBP1 UPR activation, luminescence; percent of tunicamycin response, DMSO as zero; activation, % at 20 µM; hit rate 0.33% among 330,000; AID 463104;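 active = versus positive control, 20 µM dose yields 30% or more activation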;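 note: 100% = tunicamycin at 10 µg/mL and 0% = DMSO only wells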
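Assay system: IRE1-XBP1 luciferase reporter CHO line. Input: 1000 cells/well. Buffer or medium: F12 with 10% serum. Doses: 20 µM, 1% DMSO. Times: overnight seeding at 37 °C, 6 h compound treatment at 37 °C. Technique: Steady-Glo luciferase glow luminescence, 10 min after reagent addition.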
CXCR6 block: inhibitors of human CXCR6 receptor. O00574. CHO-K1 PathHunter CXCR6 beta-arrestin, luminescence. inhibition, % at 20 µM. hit rate 0.36% among 360,000. AID 602244; in the data active = inhibition above about 34%, passing the limit was not always enough;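 note: antagonist mode with CXCL16 agonist at 10 nM final; 0% = 10 nM CXCL16 with DMSO and 100% = unstimulated wells without agonist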
Target sequence (O00574 whole entry, looked up): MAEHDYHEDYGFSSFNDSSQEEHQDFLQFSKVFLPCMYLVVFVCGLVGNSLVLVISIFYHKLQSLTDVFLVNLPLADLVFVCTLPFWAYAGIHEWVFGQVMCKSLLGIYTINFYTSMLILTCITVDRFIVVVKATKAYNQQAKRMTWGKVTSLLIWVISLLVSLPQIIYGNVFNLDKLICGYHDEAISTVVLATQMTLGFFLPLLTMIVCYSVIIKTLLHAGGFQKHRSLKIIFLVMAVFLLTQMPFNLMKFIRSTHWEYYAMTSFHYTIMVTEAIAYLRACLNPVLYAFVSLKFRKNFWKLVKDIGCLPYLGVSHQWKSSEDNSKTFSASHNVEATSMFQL
Mdm2-MdmX inh: disrupts the human Mdm2-MdmX interaction; O15151+Q00987; SaOS-2 split-luciferase Mdm2/MdmX complementation, luminescence; hit rate 3% among 330,000; inhibition, % at 8 µM;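 active = inhibition of at least 50% at 8 µM in the primary screen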
Numbers without * were called inactive; · = no result given. This is a subset; count on the stated rates, not on these rows.

SMILES	TIM10 inh	APJ ag	tim23-1 inh	APJ antagonist	UPR CHOP act	tim10-1 inh	UPR XBP1 act	CXCR6 block	Mdm2-MdmX inh
O=C(Nc1ccc(N2CCOCC2)c(Cl)c1)c1ccc(-n2cnnc2)cc1Cl	-3	3	2	-15	-1.0	-6	-2	-3	15
O=S(=O)(Nc1cc(S(=O)(=O)N2CCOCC2)ccc1O)c1ccc2c(c1)OCCCO2	15	1	9	-1	-1.7	21	0	8	12
CCCOC(=O)c1cccc(NC(=O)COc2ccc([N+](=O)[O-])cc2)c1	-7	-2	-4	-4	2.2	21	-1	-13	-3
C/C(CC(=O)Nc1cccc(Cl)c1Cl)=N\NC(=O)c1ccccc1C	34	-1	24	7	-1.9	19	-3	-2	12
O=C(NN(C(=O)C1CC1)c1nc2ccccc2s1)C1CC1	-7	-1	11	10	-1.6	5	-2	-4	7
CC1(c2ccccc2)NC(=O)N(CC(=O)NNC(=O)c2ccccc2F)C1=O (stereo not drawn)	0	0	3	6	-0.2	-7	3	-4	12
OCCN(CCO)c1nc(N2CCCCC2)c2nc(N(CCO)CCO)nc(N3CCCCC3)c2n1	13	0	-4	-4	-0.4	3	0	0	21
COc1ccc(NC(=S)NC(NC(=O)c2cccc(Cl)c2)C(Cl)(Cl)Cl)c([N+](=O)[O-])c1 (stereo not drawn)	20	-4	18	39	16	24	4	20	87*
COCCNC(=O)CSc1nc2cc(OC)c(OC)cc2c(=O)n1Cc1ccco1	0	-3	8	7	-2.2	7	0	1	9
C#CCOCCOCCOCCNc1nc(N2CCN(C(=O)[C@H]([C@@H](C)CC)n3cc([C@@H](N)Cc4ccc(O)cc4)nn3)CC2)nc(N2CCN(C(=O)[C@H](CCCCN)n3cc([C@@H](N)CC(C)C)nn3)CC2)n1	14	12	28	-14	-1.5	11	-1	·	36
CCn1cc(CNC(=O)c2cc(COc3ccc(F)cc3Cl)on2)cn1	0	-2	18	3	0.1	40	1	13	0
COc1cccc(-c2c(C(=O)N/N=C/c3ccc(C)s3)nnn2-c2nonc2N)c1	13	-3	21	23	0.6	20	0	-2	1
O=S(=O)(c1ccc2nnn(O)c2c1)N1CCOCC1	2	-2	9	3	-0.2	7	-1	-7	15
CC1CCCN(C2(O)C(=O)Nc3ccc([N+](=O)[O-])cc32)C1 (stereo not drawn)	18	-4	25	11	-1.2	17	1	-1	-22
N#Cc1cn(CCOc2ccc(F)cc2)c2ccccc12	13	-6	-8	11	-2.0	-7	-1	2	18
Cn1c(COc2ccccc2O)[n+](C)c2ccccc21	13	-3	9	23	-0.2	0	0	4	-27
CC(C)c1nnc(NC(=O)Cc2ccc(Br)cc2)s1	-3	-3	-7	9	-1.3	-13	0	-7	6
Cc1ccc(NC(=O)C2CC3CCC2C3)c(Br)c1 (stereo not drawn)	-2	-5	22	12	3.0	2	2	-8	-37
NC(=O)NOCc1cccc(Cl)c1	6	-1	11	-6	-1.5	2	-2	5	19
C=C(C)c1ccccc1	9	-2	-8	-13	0.6	-17	-2	4	18

Given with each value named: 3 of the compounds above
canonical_smiles: COCCNC(=O)CSc1nc2cc(OC)c(OC)cc2c(=O)n1Cc1ccco1
  TIM10 inh: 0 | APJ ag: -3 | tim23-1 inh: 8 | APJ antagonist: 7 | UPR CHOP act: -2.2 | tim10-1 inh: 7 | UPR XBP1 act: 0 | CXCR6 block: 1 | Mdm2-MdmX inh: 9
canonical_smiles: O=C(NN(C(=O)C1CC1)c1nc2ccccc2s1)C1CC1
  TIM10 inh: -7 | APJ ag: -1 | tim23-1 inh: 11 | APJ antagonist: 10 | UPR CHOP act: -1.6 | tim10-1 inh: 5 | UPR XBP1 act: -2 | CXCR6 block: -4 | Mdm2-MdmX inh: 7
canonical_smiles: O=C(Nc1ccc(N2CCOCC2)c(Cl)c1)c1ccc(-n2cnnc2)cc1Cl
  TIM10 inh: -3 | APJ ag: 3 | tim23-1 inh: 2 | APJ antagonist: -15 | UPR CHOP act: -1.0 | tim10-1 inh: -6 | UPR XBP1 act: -2 | CXCR6 block: -3 | Mdm2-MdmX inh: 15

(listing goes on)
SMILES	TIM10 inh	APJ ag	tim23-1 inh	APJ antagonist	UPR CHOP act	tim10-1 inh	UPR XBP1 act	CXCR6 block	Mdm2-MdmX inh
CCCn1c(CCC(=O)O)ccc1-c1ccccc1	0	-3	3	9	-0.7	-2	0	4	-4
COc1ccc(CCNC(=S)Nc2cc(C)ccc2C)cc1	1	-4	41	-10	0.8	20	-4	1	7
O=C1CCC(C(=O)N(c2ccccc2)C2(C(=O)NC3CCCCC3)CCCCC2)N1 (stereo not drawn)	11	0	11	0	-1.2	9	-2	-2	-1
Cn1cc(NC(=O)Nc2ccc(C(F)(F)F)cc2)c(C(F)(F)F)n1	-9	3	19	1	0.7	33	-1	-6	7
COCCCN(C(=S)Nc1ccc(OC)cc1)C(C)c1ccncc1 (stereo not drawn)	6	-1	1	8	-0.8	12	-1	0	-7
Cc1[nH]c2ccccc2c1N=Nc1ccccc1F	50*	-5	72*	24	4.5	-18	2	19	-11
O=C(OCc1ccc2c(c1)OCO2)c1ccc(S(=O)(=O)N2CCCC2)cc1	24	-2	15	20	-1.1	16	-7	2	19
COc1cccc(C(=O)CN(C(=O)c2ccc(Cl)c(Cl)c2)N2C(=O)C3CCCCC3C2=O)c1 (stereo not drawn)	37	-4	35	7	0.0	34	0	7	16
C=Cn1ccnc1CC(O)c1ccc(OC)cc1 (stereo not drawn)	-2	2	-13	11	-1.9	-2	0	0	0
COc1ccc(C(=O)NCc2ccc3c(c2)OCO3)cc1S(=O)(=O)N1CCCC1	3	0	9	-4	-0.6	3	3	0	28
CCOc1ccc(-n2nc3c(=O)[nH]nc(C)c3c2C)cc1	8	-2	7	0	-1.9	-8	1	-2	4
Cc1ccc(C(=O)Nc2ccc(S(=O)(=O)N3CCN(C)CC3)cc2)cc1	4	4	12	4	1.9	10	-2	-4	-9
COC(=O)CSc1nc2cc3c(cc2cc1C)OCO3	18	-1	35	-4	-0.1	32	0	5	15
C[C@H]1CCC[C@]2(O[C@H](CCO)C[C@H](O)[C@H]2O)O1	-2	2	-3	17	-1.2	5	-3	-2	2
CS(=O)(=O)Nc1cccc(C(=O)CC2(O)C(=O)Nc3ccccc32)c1 (stereo not drawn)	-4	0	3	-23	0.7	3	-2	2	6
C#CCOCCOCCOCCNc1nc(N2CCN(C(=O)[C@H]([C@@H](C)CC)n3cc(CCCN=C(N)N)nn3)CC2)nc(N2CCN(C(=O)[C@H](CCCCN)n3cc(CCC(=O)O)nn3)CC2)n1	3	0	13	1	-1.6	0	3	-4	5
O=C(NCc1ccccn1)Nc1cccc(Cl)c1	4	-2	10	10	5.5	-26	4	3	-43
COc1cc(C(C(=O)NC2CCCC2)N(Cc2ccco2)C(=O)c2snc(C(N)=O)c2N)cc(OC)c1OC (stereo not drawn)	16	-2	0	13	0.9	-1	-5	-1	3
COc1ccc(C2CC2/C(C)=N/OC(=O)c2ccc(F)cc2)cc1 (stereo not drawn)	84*	-2	77*	-11	-0.4	49*	-5	-4	5
O=C(Nc1ccc(Cl)cn1)C1CCCN1S(=O)(=O)c1ccc(Cl)cc1 (stereo not drawn)	-10	-2	32	6	-0.4	0	-2	8	11
O=C(NCCc1ccc(O)cc1)c1ccc(Cl)cc1	-3	-5	-17	-13	2.0	-8	7	-6	-82
Cc1ncc([N+](=O)[O-])n1Cc1ccccc1F	-18	0	-9	-11	-2.1	7	-3	5	17
O=C1c2ccccc2NC(c2ccc(-c3ccccc3F)o2)N1O (stereo not drawn)	10	-4	30	5	7.0	21	0	4	48
CC(C)(C)NC(=O)COc1coc(CN2CCN(Cc3ccccc3)CC2)cc1=O	2	-1	-12	5	-2.1	-7	-2	6	2
CCc1ccc(-c2cc(C(=O)NN3CCOCC3)c3ccccc3n2)s1	-2	0	-12	-6	1.6	17	1	-1	26
CCOC(=O)C1(CCOc2ccccc2)CCN(Cc2ccc(NC(C)=O)cc2)CC1	-4	-1	7	-4	-1.4	21	-1	4	30
COC(=O)C[C@H]1c2ccccc2S(=O)(=O)N1C(C)C	-5	4	1	-70	0.3	-12	6	6	23
CSCCNC(=O)c1ccc(OC2CCN(S(=O)(=O)N(C)C)CC2)cc1	-5	-1	-7	8	0.0	6	-2	5	-7
CCCNC(=S)NNC(=O)c1cc(C2CC2)nc2ccccc12	18	-11	11	16	-2.4	29	-5	19	-3
CCC(=O)N1N=C2CC(C)(C)OCC2C1c1ccccc1 (stereo not drawn)	3	-4	-3	11	0.9	8	-1	3	19
CCOC(=O)c1cnn(-c2nc(SC)nc3sc4c(c23)CCC4)c1N	1	0	-2	-11	-1.5	1	-4	2	-16
CSc1nc(N)n2nc(-c3ccc(Cl)cc3)cc2n1	3	6	11	-17	6.7	19	10	-4	-103
CSc1ccc(C(=O)C2CCCN(C(=O)CCn3cncn3)C2)cc1 (stereo not drawn)	2	-2	11	8	0.1	8	-8	8	-15
CCN(CC(=O)Nc1ccc(OC)cc1)C(=O)CSCc1ccc(C)cc1	-9	-2	25	13	-2.0	16	-2	2	20
O=C(/C=C/c1cn(-c2ccccc2)nc1-c1ccc2c(c1)OCCO2)NCCO	9	2	22	2	-0.5	27	3	-8	0
Cc1cc(=O)[nH]c2c(C)cc(S(=O)(=O)N3CCOCC3)cc12	4	-5	9	-33	-0.1	9	-2	2	11
COC(=O)COc1ccc(S(=O)(=O)N2CCOCC2)cc1C	0	0	13	22	-0.3	19	3	-4	-5
CCn1c(SCC(=O)Nc2ccccc2F)nnc1-c1cnccn1	-26	-2	-4	27	1.6	-11	-4	-1	-2
Clc1ccccc1Cn1nnc(-c2ccccc2)n1	17	-3	10	-3	4.7	26	3	7	-40
COc1cc(NC(=O)CCNS(=O)(=O)c2ccc3c(c2)CCC(=O)N3)cc(OC)c1	-11	0	0	1	2.5	15	0	2	3
Cc1cccc(NCc2ccccc2O)n1	-21	6	-1	-5	0.5	3	-1	-4	20
O=C(CNc1ccc2ccccc2c1)N/N=C/C=C/c1cccc([N+](=O)[O-])c1	2	-1	8	-9	1.1	-18	-1	10	82*
Cc1c(-n2c(SCC(=O)O)nnc2-c2ccccc2Br)c(=O)n(-c2ccccc2)n1C	7	-1	3	-1	1.0	-15	-3	-3	13
Cc1nn(CC(=O)NC2(C#N)CCCCC2)c(C)c1[N+](=O)[O-]	13	-2	7	4	-1.3	-7	2	-17	-9
COc1ccc(OC)c(NC(=O)CN2C(=O)NC3(CCCc4ccccc43)C2=O)c1 (stereo not drawn)	11	0	18	-4	-0.5	11	-2	-3	17
Cc1ccc(C)c(NC(=S)N/N=C/C(C)c2ccccc2)c1 (stereo not drawn)	49*	1	26	1	0.3	38	-1	-3	23
O=C(Nc1nccs1)c1cccc(N2C(=O)C3C4C=CC(C4)C3C2=O)c1 (stereo not drawn)	10	2	12	6	-1.4	-2	0	-8	14
CC(=O)Nc1ccc(S(=O)(=O)N2C(=O)c3cccc4cccc2c34)cc1	-6	0	-17	-10	1.1	-1	-3	·	26
CC1CC(C)CN(CCCNC(=O)c2cc3c(=O)[nH]c4ccccc4c3n2C)C1 (stereo not drawn)	-6	2	19	-9	-1.4	2	-3	-5	20

Assay outcomes deposited in PubChem by Sanford-Burnham Center for Chemical Genomics.
